ERp5 block – ERp5 (human) disulfide isomerase inhibition | Q15084 | ERp5 insulin aggregation, absorbance 650 nm, 90 min | inhibition, % at 9.99 µM | hit rate 0.05% among 350,000 | AID 651711;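 active means mean replicate inhibition above about 25%, with every replicate also reaching it, limit read from the data, passing the limit was not always enough; inconclusive means only one of those two criteria met; inactive means neither criterion met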
E-sel inducer – induces E-selectin expression in human endothelial cells; P16581; HUVEC E-selectin immunofluorescence imaging; normalized: neutral wells 0, TNF-alpha wells 100; activation, % at 7.58 µM; hit rate 0.37% among 260,000; AID 686992;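 active means mean E-selectin-positive cell signal at least 10% of the positive control, reached in at least 60% of replicates, without over 20% cell loss; inconclusive means no rule given, readout overlaps actives, possibly toxicity-flagged; inactive means the rest, including those meeting only one limit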;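 further: in these data hits start at about 27%; measured in HUVEC primary endothelial cells; signal is the percent of cells scored E-selectin positive by PE staining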
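Assay system: HUVEC, human umbilical vein endothelial cells / Amount: 3,000 HUVEC/well / Controls: TNF-alpha positive control, DMSO neutral control / Compound dosing: single concentration / Medium: EGM-2 over gelatin coat / Evaluation: percent E-selectin-positive cells / Signal: immunofluorescence imaging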
XiGFP reactiv – X-chromosome reactivation activator; XiGFP mouse fibroblasts, % GFP-positive cells imaging, 3 d; cells co-treated with 5-aza-dC sensitizer; scaled so ellipticine positive control = 100%; activation, % at 7.58 µM; hit rate 0.055% among 360,000; AID 743238;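 active means mean normalized replicate activation at least 10% and every replicate at or above 10%; inconclusive means only one of the two criteria met; inactive means mean below 10% and not all replicates reach 10%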;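 further: 0% = median of on-plate neutral control wells and 100% = ellipticine 6 µM median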
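Schedule: 3 d treatment, 15 min room-temperature fixation; system: 68-5-11 XiGFP fibroblast line; buffer or medium: DMEM plus 5-aza-dC sensitizer; control set: ellipticine 6 µM positive control; compound: one concentration, pinned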
ERAP1 HTS inh – inhibitors of human ERAP1 aminopeptidase; AID 652197; Q9NZ08; recombinant ERAP1, Leu-AMC fluorescence, 60 min; hit rate 0.15% among 340,000; inhibition, % at 10.7 µM;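 active means mean replicate inhibition of at least 30%, or all replicates individually reaching that 30% level; inactive means mean below 30% and not every replicate reaching it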;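 further: 0% = neutral control wells and 100% = L-leucinethiol positive control wells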
Target sequence (Q9NZ08 whole entry, looked up): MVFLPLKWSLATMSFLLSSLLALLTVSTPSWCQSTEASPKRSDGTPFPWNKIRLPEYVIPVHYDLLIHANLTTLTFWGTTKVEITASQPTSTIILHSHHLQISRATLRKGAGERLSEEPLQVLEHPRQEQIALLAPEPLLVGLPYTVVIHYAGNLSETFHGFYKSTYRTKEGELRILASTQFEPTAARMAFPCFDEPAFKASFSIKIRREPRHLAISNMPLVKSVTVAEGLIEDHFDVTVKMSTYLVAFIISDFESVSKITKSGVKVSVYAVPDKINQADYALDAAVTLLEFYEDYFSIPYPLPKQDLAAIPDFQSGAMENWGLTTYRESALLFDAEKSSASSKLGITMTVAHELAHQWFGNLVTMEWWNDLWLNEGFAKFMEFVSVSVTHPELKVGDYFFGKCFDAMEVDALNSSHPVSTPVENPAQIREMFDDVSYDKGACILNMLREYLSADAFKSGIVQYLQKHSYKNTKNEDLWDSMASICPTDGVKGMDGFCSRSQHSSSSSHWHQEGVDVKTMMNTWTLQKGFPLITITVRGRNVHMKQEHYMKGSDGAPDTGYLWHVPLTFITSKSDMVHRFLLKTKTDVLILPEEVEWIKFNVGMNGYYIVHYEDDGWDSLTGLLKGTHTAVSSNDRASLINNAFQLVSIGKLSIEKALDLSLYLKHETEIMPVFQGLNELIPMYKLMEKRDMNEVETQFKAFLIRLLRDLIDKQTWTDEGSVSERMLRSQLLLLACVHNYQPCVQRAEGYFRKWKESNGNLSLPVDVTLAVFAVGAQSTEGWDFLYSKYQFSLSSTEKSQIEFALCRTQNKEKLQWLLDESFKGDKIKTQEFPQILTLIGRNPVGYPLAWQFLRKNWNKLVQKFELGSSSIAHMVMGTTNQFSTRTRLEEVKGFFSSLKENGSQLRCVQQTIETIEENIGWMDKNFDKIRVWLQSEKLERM
RAD54 branch – inhibitors of human RAD54 branch migration; RAD54 Holliday junction branch migration, FAM/BHQ fluorescence; Q92698; hit rate 0.14% among 360,000; inhibition, % at 10.4 µM;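 active means mean normalized replicate activity at least 40 and at least half of replicates scoring 40 or more; inconclusive means only one of the two criteria met; inactive means mean below 40 and under half of replicates reaching 40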;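 further: 0% = median of neutral control wells and 100% = median of positive control wells; inhibitors cause a drop in the FAM fluorescence signal; in these data hits start at about 50%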
S100A4 inh HTS – inhibitors of human S100A4 binding to myosin IIA peptide; P26447; S100A4/TAMRA-MyoIIA peptide fluorescence polarization; inhibition, % at 10.7 µM; hit rate 0.14% among 360,000;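 active means mean inhibition of at least 70% across replicates, with every replicate also reaching that level; inconclusive means mean inhibition reaches 70% but some replicates fall short; inactive means mean inhibition below 70%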
Target sequence (P26447 whole entry, looked up): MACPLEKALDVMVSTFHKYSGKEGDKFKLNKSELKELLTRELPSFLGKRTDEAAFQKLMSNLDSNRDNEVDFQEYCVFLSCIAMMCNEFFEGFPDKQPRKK
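incubation = readout 5 min after mixing, signal stable up to 60 min | system = S100A4 monomer protein | buffer or medium = HEPES pH 7.2 with CaCl2, KCl, NaCl, DTT, Triton | benchmarks = neutral control DMSO, positive control TFP | also added = fluorescent myosin IIA peptide, 5 nM | compound dosing = one concentration per compound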
RAD52 inh – blocks human RAD52 DNA annealing; P43351; recombinant RAD52 DNA annealing, FRET fluorescence; inhibition, % at 18.7 µM; hit rate 0.46% among 360,000;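 active means every replicate showing at least 50% inhibition; inconclusive means mean inhibition at least 50% but not in every replicate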
esBAF inh – SWI/SNF esBAF complex inhibition; mouse ES cells, Bmi1-luciferase knock-in reporter, 24 h; 100% = twice the neutral-well signal; reporter increase, % at 12.5 µM; hit rate 2% among 350,000; in the data active means activation above about 40%; inconclusive means no clear call, values can overlap the other calls;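 further: 0% = median of the plate's neutral control wells and 100% = double that signal; a rise in the Bmi1 reporter signal indicates esBAF inhibition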
An asterisk follows results filed as active; u = inconclusive; x = no result given; & = joins results of further samples.

SMILES	ERp5 block	E-sel inducer	XiGFP reactiv	ERAP1 HTS inh	RAD54 branch	S100A4 inh HTS	RAD52 inh	esBAF inh
CCCNC(=O)C[C@H]1CC[C@H]2[C@@H](COc3ccc(NC(=O)c4cc(C)on4)cc3C(=O)N2C)O1	-2	0.2	0.3	0	-12	6	-1	-1
C[C@H](CO)N1C[C@H](C)[C@H](CN(C)Cc2ccc(C(F)(F)F)cc2)Oc2ccc(NC(=O)Cc3cn(C)c4ccccc34)cc2C1=O	1	x	-1.0	0	-2	-9	-12	2
C[C@H]1CCCCO[C@H](CN(C)C(=O)NC2CCCCC2)[C@@H](C)CN([C@@H](C)CO)C(=O)c2cc(NC(=O)CCCN(C)C)ccc2O1	-2	-0.1	0.0	0	8	14	-22	3
NS(=O)(=O)c1cccc(NC(=O)COC(=O)CN2C(=O)c3ccccc3C2=O)c1	-4	x	0.5	-2	-2	-19	-10	3
CCOC(=O)c1c(S(=O)(=O)NCC(=O)Nc2cccc(F)c2)c(C)n(C)c1C	6	x	0.0	0	7	1	-8	-3
C[C@@H]1CN([C@@H](C)CO)C(=O)c2cc(N(C)C)ccc2O[C@@H]1CN(C)C(=O)Nc1ccc(C(F)(F)F)cc1	-2	0.9	-0.8	2	9	6	-1	-6
C[C@@H]1CN([C@H](C)CO)C(=O)c2cc(C#CC3CCCCC3)cnc2O[C@@H]1CN(C)S(=O)(=O)c1cccc(F)c1	0	20	0.1	5	10	9	13	-13
N#Cc1ccc(C(=O)OCC(=O)Nc2ccc(N3CCOCC3)cc2)cc1	1	1.4	-0.1	-6	x	6	-23	x
Nc1nc(SCC(=O)Nc2cc(S(=O)(=O)N3CCOCC3)ccc2Cl)n[nH]1	3	-1.8	0.3	1	-6	-1	-14	1
C[C@H](CO)N1C[C@H](C)[C@@H](CN(C)Cc2ccccc2)Oc2cc(-c3ccncc3)ccc2S1(=O)=O	4	-0.1	-1.3	2	-2	-6	13	-1
CCCCOP(=O)(c1ccc(N(C)C)cc1)C(O)c1ccc(N(C)C)cc1 (configuration not stated)	3	x	0.0	-3	0	1	-4	-8
O=C(Nc1nccs1)c1cc(-c2ccccn2)nc2c(Cl)cccc12	1	0.0	0.1	1	2	3	-7	-13
Cn1c(SCC(=O)NC2CCCCC2)nnc1-c1ccncc1	0	x	0.0	2	-3	-1	2	-4
CCc1nc2ccc(C(=O)N3CCN(C(=O)c4ccco4)CC3)cn2c1N(C)Cc1nccn1C	5	1.2	0.0	-2	6	-2	-14	-1
CC1(C)Cc2c(cnn2-c2ccccc2)C(NC(=O)CCCN2CCCCC2=O)C1 (configuration not stated)	-1	-0.1	0.1	1	-3	-1	-1	-5
O=c1[nH]c(CSc2nc3ccccc3[nH]2)nc2c1cnn2-c1ccccc1	-2	x	0.0	-1	5	2	-14	x
CN1CCN(C(=O)C[C@@H]2C[C@@H]3c4cc(NC(=O)CC5CC5)ccc4O[C@@H]3[C@H](CO)O2)CC1	-1	-0.5	0.0	4	6	14	1	-11
CC(C)[C@H](N)C(=O)OCCOCn1cnc2c(=O)[nH]c(N)nc21	6&2	0.4&-0.2	0.4&0.0	-4&-4	-2&-2	1&-2	2&-1	-9&-4
Cc1ccnc(NC(=O)c2cccc(S(=O)(=O)NCc3ccccc3)c2)c1	1	0.4	0.1	-1	x	-1	-5	x
O=Cc1c[nH]c2ncccc12	-3	x	0.1	0	1	-4	-6	-6
O=c1[nH]nc(SCCS(=O)(=O)c2ccc(F)cc2)n1-c1ccccc1	7	x	0.0	x	1	-5	-15	x
CCC(=O)c1cn([C@@H](CCC(OC)OC)CC(=O)OC(C)(C)C)cc1CC	4	-0.2	-0.3	-5	-12	4	-4	x
CC(=O)N(c1ccccc1)c1nnc(-c2cnc(C)cn2)s1	-1	0.1	0.0	-3	x	0	-22	x
COc1ccc(S(=O)(=O)Nc2ccc3c(c2)C(=O)N([C@@H](C)CO)C[C@@H](C)[C@@H](CN(C)S(=O)(=O)c2cn(C)cn2)OCCCC[C@@H](C)O3)cc1	1	1.6	-0.8	-1	-1	-3	-82	0
O=C(c1ccccc1)c1cc(Cl)ccc1N1C(=O)C=CC1=O	9	-0.1	2.5	0	-3	4	-17	-17
SMILES	ERp5 block	E-sel inducer	XiGFP reactiv	ERAP1 HTS inh	RAD54 branch	S100A4 inh HTS	RAD52 inh	esBAF inh
C[C@H](CO)N1C[C@H](C)[C@H](CN(C)Cc2ccc(C(=O)Nc3ccccc3N)cc2)Oc2ccc(NS(C)(=O)=O)cc2CC1=O	2	-1.8	0.2	-2	11	-18	-11	-25
CCOc1cc(CNC2CCCC2)c(Cl)cc1OCC(=O)Nc1ccccc1	7	x	-0.1	0	x	1	-17	x
C[C@@H]1CCCCO[C@@H](CN(C)Cc2ccc3c(c2)OCO3)[C@@H](C)CN([C@H](C)CO)C(=O)c2cc(NC(=O)NC3CCCCC3)ccc2O1	1	-0.1	-0.1	2	5	3	37	-2
CCCS(=O)(=O)NC(=O)C1(C)CCN(C(=O)c2snnc2C)C1 (configuration not stated)	-1	-0.3	0.1	-3	0	-1	-6	4
Cc1ccc(-c2ccc([C@H]3[C@@H](CO)N4CCCCN(S(=O)(=O)c5cccc(C)c5)C[C@@H]34)cc2)cc1	-1	x	x	3	1	3	3	x
COc1ccc(CN(C)C[C@H]2Oc3c(NC(=O)Nc4ccc5c(c4)OCO5)cccc3C(=O)N([C@@H](C)CO)C[C@H]2C)cc1	-8	-3.1	-0.7	-2	-1	51	6	2
CCOc1ccc(-c2nc(S(=O)(=O)c3ccccc3)c(NC)o2)cc1	-21	-0.1	-0.1	-3	-6	-3	-4	x
COc1ccc(NC(=O)CSc2ccc3nnc(-c4cccnc4)n3n2)c(OC)c1	3	0.0	0.0	5	8	5	-18	-4
Cc1cc(C(=O)Nc2ccccc2N2CCOCC2)no1	5	2.1	0.0	0	-2	-28	-11	10
O=S(=O)(NCC[C@@H]1CC[C@@H](NS(=O)(=O)c2cccc(Cl)c2)[C@H](CO)O1)c1cccc(F)c1	-13	-0.1	0.0	1	-6	7	-11	2
CN1[C@@H]2c3ccc(/C=C/c4ccccc4)c(=O)n3C[C@@H]2[C@@H](CO)[C@@H]1C(=O)N1CCCCC1	1	0.1	0.1	-44	-5	4	-16	7
Cc1n[nH]c(C)c1S(=O)(=O)N1CCCC(C(=O)NCc2ccc(F)cc2)C1 (configuration not stated)	-4	0.1	-0.7	0	x	2	8	x
O=C1c2ccc([N+](=O)[O-])cc2C(=O)N1c1ccc(Cl)cn1	0	3.6	0.1	8	x	-6	4	x
CC(C)(C)OC(=O)N1CCN(C(=O)c2[nH]cnc2C(=O)NCC(=O)OCc2ccccc2)CC1	2	x	0.2	4	1	2	-12	-2
COc1ccc(CNC(=O)C[C@H]2CC[C@@H](NC(=O)Nc3ccc4c(c3)OCO4)[C@H](CO)O2)cc1	-4	0.1	0.1	1	0	-6	4	5
O=C(O)CSc1nnc(-c2ccccc2)c(-c2ccccc2)n1	5	-0.7	0.2	-1	-24	0	-2	-10
Cc1ncc(CN2CCC(n3nccc3NC(=O)c3ccccc3)CC2)s1	4	-0.7	0.3	-1	-9	-5	-22	3
O=C(NCC1CCCO1)c1cnn2c1NC(c1ccccc1)CC2C(F)(F)F (configuration not stated)	3	x	x	-1	13	1	-6	-3
Oc1ccc(-c2csc(Nc3ccccn3)n2)cc1O	-4	x	0.6	1	3	1	1	1
Cc1cc(C(=O)Nc2cccc3c2O[C@@H](CN(C)S(=O)(=O)c2ccc(F)cc2)[C@@H](C)CN([C@@H](C)CO)C3=O)n(C)n1	-5	-14	0.3	-1	-1	2	7	-2
CCN(CC(=O)Nc1c(F)cccc1F)C(=O)c1cccc(S(=O)(=O)N2CCc3ccccc3C2)c1	-4	0.2	0.0	-1	x	4	-5	2
CCOC(=O)C1=C(CCc2ccccc2)NC(=O)NC1c1ccc2ccccc2c1 (configuration not stated)	8	0.0	0.1	-3	6	2	-13	10
Cc1ccc(NC(=O)COC(=O)c2ccco2)cc1	0	x	0.2	-3	x	-6	0	x
Cc1ccc(OCC(COCc2ccccc2)NC(C)C)cc1 (configuration not stated)	4	0.2	0.0	1	-3	-2	-18	-15
CC1Cc2cc(-c3csc(N)n3)ccc2O1 (configuration not stated)	-1	0.1	0.4	x	-4	0	-9	u
SMILES	ERp5 block	E-sel inducer	XiGFP reactiv	ERAP1 HTS inh	RAD54 branch	S100A4 inh HTS	RAD52 inh	esBAF inh
CCOc1ccc2nc(SCC(=O)Nc3ccc4c(c3)OCO4)sc2c1	3	x	-0.1	-6	x	-4	-12	x
Cc1noc(C)c1NC(=O)Nc1cccc2c1O[C@H](CN(C)Cc1ccc(Oc3ccccc3)cc1)[C@H](C)CN([C@H](C)CO)C2=O	4	0.3	-1.1	-2	3	-15	-1	-2
CC(=O)O[C@H]1CC(=O)OC(C)(C)C2CC(=O)[C@]3(C)C(CC[C@@](C)([C@@H](O[C@@H]4O[C@H](CO)[C@@H](O)[C@H](O)[C@H]4O)c4ccoc4)[C@@]34O[C@@H]4C(=O)O)[C@]21C (some centres not stated)	-2	x	x	-1	9	-2	5	0
COc1ccc(C2CC(=O)C(c3cccc(C)c3)=CN2Cc2ccccc2)cc1 (configuration not stated)	1	-0.2	0.2	0	x	-3	-8	x
COc1ccc(NC(=O)Nc2cccc3c2O[C@H](CN(C)Cc2ccc(Oc4ccccc4)cc2)[C@@H](C)CN([C@@H](C)CO)C3=O)cc1	-2	x	-1.5	-1	5	2	8	-3
Cc1cccc(C)c1NC(=O)NS(=O)(=O)c1ccccc1	6	-0.2	0.0	-2	x	2	-5	x
CC(C)Sc1ncnc2c1cnn2-c1ccccc1	15	0.6	0.0	0	4	-5	-11	19
CC(=O)Nc1cccc2c1Cc1cc([N+](=O)[O-])ccc1-2	-2	0.2	0.3	-2	x	70	-11	x
O=C(N[C@H]1CC[C@H](CC(=O)N2CCCCC2)O[C@@H]1CO)c1ccccn1	-1	-0.4	-0.1	x	x	x	-3	3
COc1ccc(CNC(=O)CN2C(=O)c3ccc([N+](=O)[O-])cc3C2=O)cc1	4	0.0	0.1	3	-5	-1	-10	-6
CN(C)c1ccc(S(=O)(=O)N(C)C)cc1[N+](=O)[O-]	2	x	0.1	2	x	-3	-5	x
C[C@H](CO)N1C[C@H](C)[C@H](CN(C)Cc2cncnc2)Oc2cc(-c3ccncc3)ccc2S1(=O)=O	-4	-3.8	-0.4	-3	-6	-17	-13	1
CC(C)[C@H](Nc1ncnc2c1oc1ccccc12)C(=O)O	5	5.2	-0.2	x	-13	-3	-5	-6
CN(Cc1ccccc1)C(=O)Cn1c(=O)oc2cc(S(=O)(=O)NCc3ccccc3)ccc21	-1	0.0	0.1	-4	-15	-3	-6	-2

Another view of two compounds above:
The line under a structure holds: ERp5 block, E-sel inducer, XiGFP reactiv, ERAP1 HTS inh, RAD54 branch, S100A4 inh HTS, RAD52 inh, esBAF inh
- CC(C)Sc1ncnc2c1cnn2-c1ccccc1
→ 15, 0.6, 0.0, 0, 4, -5, -11, 19
- CC(=O)Nc1cccc2c1Cc1cc([N+](=O)[O-])ccc1-2
→ -2, 0.2, 0.3, -2, x, 70, -11, x

Compound activity: PubChem BioAssay, Broad Institute
